BCR signal inh = blocks chronic active B-cell receptor signaling | ABC-DLBCL IkBa-CBG/CBR reporter, luminescence ratio, 4 h | Potency, µM (doses to about 46.1 µM), without a hit: top-dose ratio change, negative = lower green/red ratio, most hits filed as inhibitors | actives 0.05% (n = 340,000); active means well fitted inhibition curve with a large enough effect in the signal ratio, with a control signal flat, not every such curve was filed as active; inconclusive means small, poorly fitted or top-dose-only effect, or effect the other way, or a change in a side signal; the % refers to the signal ratio;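 further: potency means the concentration at half of the fitted maximal effect; plate controls were basal doxycycline-induced cells for no effect and cells given 10 µM MG132 for full effect; MG132 reads +100%, hits lower the ratio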
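Concentration-response series (up to 46 uM) were applied to TMD8 dual-reporter cells for 4 h at 37C with doxycycline. Green/red ratio, after filter-overlap correction, defined %Activity; red signal alone was normalised to basal cells and zero luminescence.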
Coupling enz = counter-screen for Giardia aldolase inhibitors: coupling enzyme system | actives 0.67% (n = 290,000) | AID 2472 | coupling enzyme system counterscreen, AmpLite Red fluorescence | activity change, negative = inhibition, % at 58.2 µM, hits read low; in the data active means activity change below about -30%
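Activity here indicates interference with the coupling reaction, not aldolase inhibition. Compounds at 57.5 uM final met coupling enzymes for 10 min at RT; substrate and AmpLite Red detection followed, with a 525/598 nm fluorescence read after 20 min.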
B2AR arrestin = agonists driving beta-arrestin recruitment to human beta2-adrenergic receptor | P07550 | beta-arrestin recruitment to beta2AR, cell-based reporter | Potency, µM (series often up to 46.1 µM), without a hit: top-dose activation, actives largely listed as activators | actives 0.02% (n = 330,000) | AID 492947;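 further: potency means the concentration at half of the fitted maximal effect; 0% = DMSO controls and full agonism = EC100 isoproterenol or metaproterenol; nearly all actives have a fitted effect of over 65% in size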
Eya2 phos inh = blocks the phosphatase activity of human Eya2; actives 0.006% (n = 330,000); Potency, µM (top dose mostly 76.9 µM), for the others: at the top dose activity, negative = inhibition, usual class: inhibitors; AID 488837; O00167; recombinant Eya2, OMFP fluorescence dephosphorylation (OMFP is methylfluorescein phosphate); further: potency means the concentration at half of the fitted maximal effect
Target sequence (O00167 whole entry, looked up): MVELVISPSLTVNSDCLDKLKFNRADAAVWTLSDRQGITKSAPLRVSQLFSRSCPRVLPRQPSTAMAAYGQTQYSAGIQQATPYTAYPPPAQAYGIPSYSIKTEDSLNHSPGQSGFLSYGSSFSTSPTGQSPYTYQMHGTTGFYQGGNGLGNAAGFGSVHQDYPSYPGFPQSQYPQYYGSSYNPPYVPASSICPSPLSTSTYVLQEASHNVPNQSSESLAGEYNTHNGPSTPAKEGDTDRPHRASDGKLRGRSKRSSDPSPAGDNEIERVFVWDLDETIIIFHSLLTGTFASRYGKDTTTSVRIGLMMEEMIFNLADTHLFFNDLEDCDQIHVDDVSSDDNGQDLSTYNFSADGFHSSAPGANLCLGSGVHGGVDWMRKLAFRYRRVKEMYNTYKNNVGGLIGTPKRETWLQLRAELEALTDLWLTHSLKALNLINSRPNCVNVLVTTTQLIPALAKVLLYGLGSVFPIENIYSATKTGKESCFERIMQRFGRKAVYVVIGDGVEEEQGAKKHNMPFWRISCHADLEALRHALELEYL
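Eya2 protein (added as 0.2 uM solution) was preincubated with compound for 10 min at ambient temperature in 50 mM HEPES pH 7.5, 50 mM NaCl, 5 uM MgCl2, 0.05% BSA, 1 mM DTT. OMFP (added at 50 uM) then reacted 10 min; fluorescence read at 485/525 nm.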
KCNH2 3.1 block = KCNH2 3.1 (human) potassium channel inhibition; U2OS KCNH2 3.1, thallium flux FluxOr; stronger effect = lower value; activity change, % (tested at about 1.8 µM); actives 0.95% (n = 340,000);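 active means maximum activity change below -70%; inconclusive means maximum activity change from -70% to -50%; inactive means maximum activity change above -50%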;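 further: thallium influx rate constant from kinetic fluorescence after stimulation buffer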
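U2OS cells transduced with KCNH2 3.1 mutant virus (1.77 x 10^8 /mL, 4 h), plated overnight at 37 C, loaded 45 min with FluxOr dye plus Red40 quencher. Thallium flux rate constant from kinetic reads after stimulation buffer, normalised to controls.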
uPA surface inh = inhibitors of cell surface uPA generation; AID 540303; Potency, µM (titrated, usually from 38.3 µM), without a hit: at the top dose activity change, negative = inhibition, actives largely listed as inhibitors; cell surface uPA generation assay, qHTS; actives 0.31% (n = 330,000); active means well fitted inhibition curve with a large enough effect; inconclusive means small, poorly fitted or top-dose-only effect; inactive means no such curve, though single readings can be large or run the other way; tested in mouse RAW 264.7 cells; further: potency means the concentration at half of the fitted maximal effect; nearly all actives have a fitted effect of over 55% in size
GALK inh = blocks human galactokinase activity; P51570; AID 1868; Potency, µM (titrated, usually from 57.5 µM), inactives show top-dose activity change, negative = inhibition, most hits filed as inhibitors; Purified GALK, Kinase-Glo residual ATP luminescence; actives 0.007% (n = 270,000); further: potency means the concentration at half of the fitted maximal effect
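Human GALK (5 nM) with 35 uM ATP and 100 uM galactose in 20 mM HEPES pH 8.0, 5 mM MgCl2, 60 mM NaCl, 1 mM DTT, 0.01% BSA. After 1 h at room temperature, leftover ATP was read by Kinase-Glo Plus luminescence.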
USP2a block = USP2a (human) protease inhibition; USP2 core, Ub-CHOP2 coupled fluorogenic reporter, 485/531; AID 463254; O75604; actives 0.01% (n = 330,000); Potency, µM (highest dose often 38.3 µM), for the others: at the highest dose activity change, negative = inhibition, most hits filed as inhibitors;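 further: potency means the concentration at half of the fitted maximal effect; plate controls were DMSO wells for no effect and full inhibition by NEM control for full effect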
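Cell-free coupled assay: 10nM USP2 core preincubated 30min RT with compound in Tris-HCl pH 8.0/CaCl2/CHAPS buffer, then 25nM Ub-CHOP2 and 25nM reporter substrate; fluorescence (Ex 485/Em 531) read after 60min RT, normalized to NEM inhibition, concentration-response curves fitted.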
hERG WT inh = inhibitors of human wildtype KCNH2 potassium channel. Q12809. U2OS, BacMam KCNH2, thallium flux FluxOr; stronger effect = lower value. activity change, % at 1.84 µM. actives 0.37% (n = 340,000). AID 720551;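 active means maximum activity change below -70%; inconclusive means maximum activity change between -70% and -50%; inactive means maximum activity change above -50%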
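U2OS cells transduced with wild-type KCNH2 virus are loaded with FluxOr dye for 45 min, and thallium flux is measured in kinetic reads before and after stimulation buffer. Rate constants are normalized to DMSO controls.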
PKM2 act = increases activity of human pyruvate kinase M2; P14618; Potency, µM (titrated, usually from 57.5 µM), inactives show top-dose activation, hits mostly activators; purified PKM2, Kinase-Glo ATP luminescence, activation; response scale: 0% is enzyme alone, no compound; actives 0.34% (n = 260,000); further: potency means the concentration at half of the fitted maximal effect; nearly all actives have a fitted effect of over 55% in size
Target sequence (P14618 whole entry, looked up): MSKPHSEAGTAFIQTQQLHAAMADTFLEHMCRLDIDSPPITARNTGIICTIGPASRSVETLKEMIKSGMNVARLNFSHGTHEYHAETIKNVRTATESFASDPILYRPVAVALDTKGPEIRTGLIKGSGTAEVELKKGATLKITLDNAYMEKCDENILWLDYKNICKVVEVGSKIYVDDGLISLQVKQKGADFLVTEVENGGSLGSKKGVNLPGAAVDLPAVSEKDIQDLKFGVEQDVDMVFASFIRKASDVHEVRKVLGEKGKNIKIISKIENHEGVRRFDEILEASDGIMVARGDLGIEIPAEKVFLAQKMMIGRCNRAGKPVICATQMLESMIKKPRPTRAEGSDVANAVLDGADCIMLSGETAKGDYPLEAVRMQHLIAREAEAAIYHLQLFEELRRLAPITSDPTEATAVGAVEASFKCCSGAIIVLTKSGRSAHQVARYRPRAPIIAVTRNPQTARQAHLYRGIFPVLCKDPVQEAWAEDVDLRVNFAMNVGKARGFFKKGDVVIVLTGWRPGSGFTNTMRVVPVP
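hPK-M2, >95% pure; 0.1 mM ADP / 0.5 mM PEP final; imidazole pH7.2 buffer w/ 7 mM MgCl2, 50 mM KCl; 1 h RT; Kinase-Glo lum. Intermediate enzyme activity for dual inhibitor/activator qHTS.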
Giardia kill = kills Giardia lamblia | activity change, % at 7.66 µM, hits read low | actives 0.15% (n = 340,000) | AID 540267 | Giardia lamblia trophozoite viability; in the data active means activity change below about -80%; inconclusive means between about -30% and that limit;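 further: parasites exposed to compound for two days anaerobically before the ATP read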
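Each well holds 100 Giardia trophozoites and compound. After two days (48 hrs) at 37 deg C in anaerobic conditions, ATP is quantified by luminescence.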
Numbers without * were called inactive; u = inconclusive; x = not tested or not shown; [ ] = another dose, or the depositor's remark. Unless noted, the call rests on the fitted dose curve; in most records, active means well fitted curve in the direction sought with a large enough effect; inconclusive means small, poorly fitted or top-dose-only effect, or another doubt; inactive means no such curve, though single readings can be large; an effect the other way counts as inactive or inconclusive. Unless noted, on the % scale 0 is the no-effect control and ±100 the full control effect. This is a random part of the collection. About 2.4% of those tested had a hit in this group.

smiles	BCR signal inh	Coupling enz	B2AR arrestin	Eya2 phos inh	KCNH2 3.1 block	uPA surface inh	GALK inh	USP2a block	hERG WT inh	PKM2 act	Giardia kill
CC(=O)N1CCc2cc(S(=O)(=O)CCC(=O)N3CCN(c4ccccc4F)CC3)ccc21	1.1%	-0.2	-0.6%	7.4%	0.5	4.8%	-3.7%	2.0%	13.6	x	-3.5
Cc1cc2cc(CNC(=O)c3ccc(Br)o3)ccc2n1C	1.1%	-24.1	0.1%	1.0%	3.9	0.7%	2.3%	-0.2%	0.0	10.8%	25.0
CN(C(=O)CN(C)S(=O)(=O)c1ccc(F)cc1)c1c(N)n(Cc2ccccc2)c(=O)[nH]c1=O	-5.9%	x	-0.3%	-11.4%	10.2	2.0%	x	0.5%	-0.7	x	-11.1
Cc1ccc(NC(=O)CSc2nnc(-c3cccs3)o2)cc1S(=O)(=O)N(C)C	-13.8%	2.0	0.3%	7.2%	x	x	0.4%	9.4%	x	-3.9%	x
O=C(COC(=O)CCC(=O)c1cccs1)NC(=O)c1ccc(OC(F)F)cc1	4.1%	1.9	0.2%	-4.8%	-7.2	9.1%	-0.5%	7.4%	17.3	-1.1%	10.9
CC1=CC2=NC(=O)CC(C)(C(=O)N(CC(=O)NC3CCCC3)Cc3ccccc3)N2C=C1 (stereo unspecified)	-3.1%	-0.5	-0.1%	-1.2%	0.6	0.5%	-3.2%	1.8%	-8.1	x	-1.1
CC(C)N(C(=O)[C@H]1C[C@H](CC(=O)NCCCN(C)C)C(=O)N2CCc3c([nH]c4ccc(Cl)cc34)[C@]12C)C(C)C	u	x	-0.2%	0.0%	-0.4	-19.5%	x	-3.3%	2.4	x	11.7
Cc1nc(CS(=O)(=O)c2ccccc2)cc(Sc2ccc(Cl)cc2Cl)n1	3.4%	-3.0	0.4%	-2.5%	-15.9	8.3%	-2.9%	-0.5%	2.5	0.1%	9.1
Cn1c(Cn2c(=O)sc3ccccc32)nnc1SCC(=O)Nc1cccc(Cl)c1	9.5%	1.3	0.0%	-16.5%	18.3	15.4%	-4.8%	-5.9%	0.9	-3.2%	-4.3
COc1ccc(-c2cc(C)no2)cc1S(=O)(=O)NCc1ccc(OC(C)C)cc1	5.1%	1.2	-0.6%	-2.9%	-13.1	-1.6%	-5.6%	3.0%	-2.8	x	-28.8
O=C(CSc1nn(-c2ccc(Cl)cc2)c(=S)s1)N1CCN(C(=O)c2ccco2)CC1	u	2.4	0.1%	-2.0%	-28.9	-3.7%	5.5%	-17.7%	30.9	-17.3%	-13.0
Cc1nc(-c2ccc(NS(C)(=O)=O)cc2)cs1	7.5%	0.5	-1.0%	3.8%	15.0	7.0%	3.0%	2.0%	3.3	-0.7%	-20.9
COc1cc(Cl)ccc1OCc1cc(C(=O)N2C[C@]3(C)C[C@H]2CC(C)(C)C3)no1	3.0%	-0.2	3.7%	-17.8%	-6.8	-16.0%	6.0%	-8.8%	-5.4	-2.2%	7.7
Clc1ccc(/C=C/c2nc3ccccc3[nH]2)c(Cl)c1	u	-4.9	-1.1%	2.9%	1.9	-12.3%	4.7%	-1.7%	-4.5	-44.7%	u
CCc1ccc(-c2nc(SCC(=O)N(C)C3CCS(=O)(=O)C3)n[nH]2)cc1 (stereo unspecified)	-3.6%	x	-0.3%	u	-4.0	-4.7%	x	-0.6%	-16.0	x	-10.1
COC(=O)c1sccc1NC(=O)CSc1ccc(Cl)cc1	u	-5.7	-0.1%	6.7%	-15.2	0.2%	x	0.9%	0.2	5.3%	13.2
CCN(CC)Cc1c(O)c(Cl)cc2c(C)cc(=O)oc12	1.8%	2.2	0.0%	-12.9%	21.7	0.2%	-1.1%	11.4%	35.7	-7.2%	-5.8
COc1cc(/C=C(\CCC(=O)O)c2nc3ccccc3s2)ccc1OCC(=O)Nc1c(Cl)cccc1Cl	3.8%	x	0.0%	4.8%	0.4	4.5%	x	2.3%	-5.5	x	-5.5
O=c1c2c3c(sc2[nH]c(=S)n1Cc1ccco1)CCC3	8.5%	-1.6	0.2%	-5.8%	-9.8	-3.2%	-6.7%	-0.1%	4.3	11.2µM*	3.4
CC(=O)NC(c1ccccc1)c1cc([N+](=O)[O-])c2cccnc2c1O (stereo unspecified)	3.5%	-23.3	0.4%	-0.8%	-1.2	-11.5%	0.5%	-13.7%	-3.4	u	-16.5
COCCNC(=O)c1onc(CSc2ccc(F)cc2)c1C(=O)NCCOC	-1.7%	3.3	0.2%	1.5%	2.7	8.5%	3.5%	1.3%	-1.5	-1.1%	-0.9
Cc1nn(CCOc2ccccc2)c(=O)n1-c1ccccc1F	7.8%	0.1	0.0%	-35.6%	3.5	x	1.2%	-0.6%	-5.9	-4.5%	5.9
CCC(OC(=O)C(CC(C)C)NC(=O)c1ccccc1)C(=O)Nc1nnc(C)s1 (stereo unspecified)	-3.7%	x	-2.9%	-12.5%	-11.3	-7.1%	x	-1.1%	-10.0	x	2.0
Nc1nc(NCC2CCCO2)nc(Nc2ccccc2)c1[N+](=O)[O-] (stereo unspecified)	3.8%	1.9	-1.1%	-11.7%	18.4	-7.1%	0.2%	-1.5%	-18.3	6.0%	31.7[activator]
CC(=O)c1ccc(S(=O)(=O)Nc2cccc(-n3cnnn3)c2)cc1	-7.1%	1.6	-0.2%	5.5%	-1.4	0.2%	-2.6%	0.1%	-0.8	x	-3.1
COC(=O)CCCCCNC(=S)Nc1ccc2[nH]c(=O)[nH]c2c1	-5.3%	-0.3	-0.2%	13.9%	7.6	u	0.1%	1.5%	-4.6	-0.6%	1.7
CCCC(NC(=O)C(C)N1CCN(S(=O)(=O)c2ccccc2)CC1)c1ccccc1 (stereo unspecified)	5.7%	x	-0.6%	-3.8%	7.0	-2.9%	x	0.3%	7.0	x	7.0
CCOC(=O)C(NC(=O)Nc1ccc(O)cc1)(c1ccccc1)C(F)(F)F (stereo unspecified)	0.3%	-38.9*	-0.3%	-2.1%	3.0	5.5%	0.3%	0.7%	9.0	3.8%	-16.9
O=C(NNC(=O)c1cc([N+](=O)[O-])ccc1Cl)c1cccnc1	0.2%	x	0.4%	6.5%	0.4	-1.1%	-4.1%	3.4%	-7.9	x	3.1
Cc1cccn2c(CNCCc3ccco3)c(C(=O)N3CCOCC3)nc12	8.6%	-2.5	0.6%	11.7%	0.7	-28.4%	4.6%	2.8%	-1.1	0.8%	0.1
CCOc1ccc(NC(=S)NCc2ccc3c(c2)OCO3)cc1	5.2%	0.8	0.1%	5.2%	-8.3	4.0%	0.1%	0.3%	2.3	4.1%	-3.6
CCc1ccc(CN2CCC(n3nccc3NC(=O)Cc3ccccc3)CC2)o1	-4.4%	x	-0.5%	-0.2%	-16.9	-3.9%	-1.2%	1.6%	17.2	-0.4%	-5.5
COc1ccc(OC)c(C(=O)NC(CC(N)=O)c2ccc(N3CCC(Cc4ccccc4)CC3)c([N+](=O)[O-])c2)c1 (stereo unspecified)	u	-0.2	-0.7%	-9.0%	0.7	-6.7%	x	0.8%	15.9	-7.4%	-11.2
CCSS(=O)(=O)c1cccc2cccnc12	u	0.9	3.4%	2.0%	8.3	7.6%	-0.8%	2.9%	-0.5	8.7%	-16.1
CCN(CC)Cc1c(O)ccc2c(=O)c(-c3ccccc3OC)coc12	-1.9%	1.6	-0.1%	-1.9%	-7.4	0.3%	2.0%	-0.5%	4.2	3.6%	-10.0
CCN(Cc1ccc(OC)c(COC)c1)CC1CCCN(CCc2cccc(F)c2)C1 (stereo unspecified)	u	1.2	0.1%	0.9%	-71.9*	-2.9%	2.7%	-2.1%	49.9	1.6%	-2.9
CCCn1c(SCC(=O)Nc2ccccc2N2CCOCC2)nc2c1c(=O)n(C)c(=O)n2C	u	1.5	0.2%	6.3%	13.5	4.8%	1.0%	-0.2%	-2.9	-3.6%	-16.6
CCn1c(Cc2ccc(OC)cc2)nnc1SCc1nc2ccccc2c(=O)[nH]1	-4.1%	2.0	-0.3%	1.6%	14.7	2.9%	0.7%	0.1%	-11.3	x	-10.7
Cc1ccc2c(CNCc3ccco3)cc(=O)oc2c1	u	-1.1	0.5%	-19.3%	1.8	x	-2.0%	-5.2%	5.4	12.1%	-7.3
O=C(CSc1n[nH]c(=O)n1-c1ccc2c(c1)OCCO2)Nc1ccccc1	-8.6%	-0.3	0.4%	-9.2%	5.2	0.2%	-1.8%	1.4%	6.7	-2.7%	8.2

High-throughput results (PubChem BioAssay)
